NCI-60 one-dose screen, 48 h, at 10 µM unless noted. Numbers give growth in % (100 = growth as untreated, 0 = no growth, -100 = all killed).
OVCAR-3: OVCAR-3 ovarian cancer | actives 7% (n = 79,000)
SK-OV-3: SK-OV-3 ovarian cancer cells; AID 1794785; actives 3.2% (n = 80,000)
IGROV1: IGROV1 ovarian cancer. actives 4.7% (n = 79,000)
NCI/ADR-RES: NCI/ADR-RES ovarian cells | AID 1794790 | actives 4.4% (n = 81,000)
NCI-H23: NCI-H23 lung cancer; actives 4% (n = 80,000)
OVCAR-5: OVCAR-5 ovarian cancer | AID 1794783 | actives 2.9% (n = 82,000)
OVCAR-8: OVCAR-8 ovarian cancer | actives 4.4% (n = 81,000) | AID 1794782
OVCAR-4: OVCAR-4 ovarian cancer cells; actives 3.7% (n = 80,000)
NCI-H522: NCI-H522 lung cancer; AID 1794739; actives 8% (n = 78,000)
* = called active by the depositor; . = not tested or not shown; [ ] = dose if it differs, or a comment. How the source made its calls: active means growth percent below 10; inactive means the rest. Compounds were not picked by outcome, and some 11% of all compounds hit somewhere here.

SMILES	OVCAR-3	SK-OV-3	IGROV1	NCI/ADR-RES	NCI-H23	OVCAR-5	OVCAR-8	OVCAR-4	NCI-H522
C#Cc1cccc(NC(=O)Nc2cccc(NC(=O)CCl)c2)c1	-71*[8.25 µM]	59[8.25 µM]	-57*[8.25 µM]	-15*[8.25 µM]	-83*[8.25 µM]	13[8.25 µM]	-7.2*[8.25 µM]	-36*[8.25 µM]	-37*[8.25 µM]
Cc1ccc(S(=O)(=O)Nc2cc(Cl)ccc2Cl)cc1	101	101	102	101	96	100	98	97	95
S=C(NNc1ccccc1)NNc1ccccc1	91	100	.	97	90	98	94	90	112
COc1ccc(-c2nc(SCC(C)C)nc(NNC(N)=S)c2C#N)cc1	100	61	94	83	87	89	94	107	74
CN(CCC#N)c1ccc(/C=C2\NC(=O)NC2=O)cc1	121	105	105	93	90	99	111	102	39
Cc1nn(-c2ccc(Br)cc2)c2nc3[nH]c(=O)[nH]c(=O)c3nc12	117	110	107	107	99	112	111	103	98
N#Cc1ccccc1-c1ccc(CN2C(=O)Cc3cc(CCn4cnnc4)c(Cl)cc32)cc1	78	90	103	76	86	90	.	90	89
COc1nc2c(c(=O)[nH]1)C1(C(=O)N(C)c3ccccc31)c1c(nc(OC)[nH]c1=O)N2	103	119	106	93	94	94	116	109	107
CCOC(=O)C1=CC(=O)N2C(=NC(=O)C2CC(C)C)S1 (centres undefined)	112	101	92	90	86	100	103	102	91
COc1cc(/C=C2\Cc3cc4c(cc3C2=O)OCO4)cc(OC)c1	98	110	97	99	94	99	112	104	108
Clc1cc(Cl)nc(Cl)n1	110	111	103	104	94	110	102	109	96
Cc1[nH]c(=S)[nH]c(=O)c1C	118	106	104	105	101	101	90	.	95
CO[C@]1(CO)O[C@H](n2cc(C)c(=O)[nH]c2=O)C[C@@H]1O	103	106	89	110	100	105	105	103	80
COC(=O)/C(=C/c1ccc(/C=C(\NC(=O)c2ccccc2)C(=O)OC)cc1)NC(=O)c1ccccc1	112	107	104	114	112	109	100	99	99
COc1cc(C(=O)OCCCN2CCCN(CCCOC(=O)c3cc(OC)c(OC)c(OC)c3)CC2)cc(OC)c1OC	89	104	99	.	.	84	75	56	102
O=C(O)c1ccc(-n2cc(/C=N/Nc3ccc(Br)cc3)c(-c3ccccc3)n2)cc1	84	83	67	69	87	91	76	83	45
Cn1cc(-c2nc(N)nnc2-c2c[nH]c3ccccc23)c2cccnc21	82	69	38	81	70	80	71	85	52
Cc1ccc(Cl)cc1Nc1nc(C(F)(F)F)ccc1C(=O)N/N=C/c1c(Cl)cccc1Cl	-29*	-8.5*	-8.7*	5.2*	6.6*	24	11	18	-17*
N#Cc1ccc(/C=N/NC(=O)c2[nH]c3ccc(Br)cc3c2-c2ccccc2)o1	15	44	14	-41*	3.8*	16	-22*	35	-36*
Oc1ccc(/C=C2\CCCCc3cc4ccc(O)cc4[o+]c32)c(O)c1	113	112	104	103	103	156	111	108	98
COc1cc(C2CC(=O)Nc3c(-c4ccc(Cl)cc4)nsc32)cc2c1OCO2 (centres undefined)	80	97	73	75	80	85	86	60	66
CCOC(=O)c1nn(C2CCCCO2)c2ccc(NC(=O)CN3CCOCC3)cc12 (centres undefined)	107	.	102	104	100	102	100	102	106
COc1ccc(NC(=O)c2nc(-c3cc(OC)c(OC)c(OC)c3)n(-c3cccc4ccccc34)n2)cc1OC	28	38	23	35	45	56	52	45	22
C=CN1C(=O)NC(C)(CC(C)C)C1=O (centres undefined)	118	105	102	118	114	111	104	104	104
CC(C)(C)c1cc(/C=N/Nc2cc(Cl)ncn2)c(O)c(C(C)(C)C)c1	47	72	43	60	71	78	59	46	59
O=[N+]([O-])c1cc(CCl)ccc1OCCBr	105	102	107	110	102	108	101	97	96
CC(C)Oc1c(B(O)O)cccc1-c1nc2ccc3[nH]ncc3c2c2c1CCCC2	96	70	78	84	74	81	81	79	60
O=C1c2cccc3cccc(c23)C(=O)N1Nc1nc(NCc2ccccc2)nc(N2CCOCC2)n1	109	87	85	97	91	102	96	105	99
O=C(Nc1ccccc1)N1CCN(c2cc(-c3cn(-c4ccccc4)nc3-c3cccc(O)c3)ccn2)CC1	98	98	84	24	71	106	44	84	74
Fc1cc2c(cc1Cl)N(c1ncnc3ccc(-c4cnc5cncn5c4)cc13)CC2	104	100	78	91	87	85	96	95	84
CN1c2ccccc2[C@]2(C)Cc3ccccc3N[C@H]12	108	104	93	106	100	98	99	98	90
COc1cc(CNC(=O)Cc2ccccc2)ccc1OCc1cn(-c2ccccc2)nn1	102	.	103	97	91	106	95	85	92
Cc1ccc2c(c1)-c1cc(C)ccc1C2=O	117	105	98	104	96	103	109	98	.
Cc1cccc(N)n1	107	92	102	102	97	104	106	96	32
CSc1nc(Cl)c(Cl)cc1Cl	107	95	88	108	99	115	99	106	76
COc1ccc2[nH]c(O)c(N=NC(=O)c3oc4ccccc4c3C)c2c1	-66*	.	6.3*	30	11	42	38	-53*	54
CC(=O)c1cc2c(cc1C)C(C)CCC2(C)C (centres undefined)	114	107	.	99	93	100	106	123	95
Nc1cc2nc3ccccc3oc-2cc1=O	10	92	.	61	-33*	82	58	70	-16*
COc1cc(/C=C2\Cc3c(Br)cccc3C2=O)cc(OC)c1	103	86	88	101	96	106	100	97	78
O=C(CN1C(=O)S/C(=C\c2ccc(Br)cc2)C1=O)Nc1ccc(C(=O)/C=C/c2cc3ccccc3nc2Cl)cc1	.	91	92	100	76	103	87	76	78
COc1ccccc1/C=C1\COc2ccc(-c3ccccc3)cc2C1=O	-29*	51	57	-46*	68	104	36	76	52
CCN(CC)CCNc1ccc(-c2nc3sccn3c2-c2ccnc(SC)n2)cc1	104	92	88	102	98	109	102	100	95
CC(=O)c1c(C)[nH]c2c1c(-c1ccncc1)nc1ccccc12	92	104	99	98	95	90	94	89	74
CNS(=O)(=O)/N=C1\NC(=O)NC1=C(Cl)Cl	122	105	105	105	106	104	96	116	80
CC1(C)C(=O)CC[C@]2(C)[C@H]3C(=O)C=C4[C@H]5C[C@](C)(C(=O)N6CCCNCC6)CC[C@]5(C)CC[C@@]4(C)[C@]3(C)CC[C@@H]12	.	98	87	106	101	105	99	107	98
Clc1cccc(Cc2cn3cc(-c4ccccc4)nc3s2)c1Cl	95	87	81	75	89	67	71	58	72
CCOC(=O)C1=C(N)N(c2ccc(Cl)cc2)C2=C(C(=O)CC(C)(C)C2)C1c1ccc([N+](=O)[O-])cc1 (centres undefined)	100	103	102	84	90	96	88	92	73
N/N=C(\N/N=C/c1ccccc1)c1ccccc1	108	106	111	101	92	109	100	95	102
CCOC(=O)C1=NN(c2ccccc2)C(=O)C1N=Nc1ccc(S(=O)(=O)Nc2ncccn2)cc1 (centres undefined)	108	92	106	108	105	108	107	110	97
CC(C)=CC(N)=O	.	110	106	102	98	103	103	106	96
O=S(=O)(Nc1ccc(I)c(Cl)c1)c1ccc(-c2cnc(C3CC3)o2)cc1	-10.0*	50	36	15	34	45	39	57	25
Cc1ccc2c(c1)C(=O)/C(=C/c1ccc(OCC(=O)c3ccc(Cl)cc3)cc1)CS2	102	112	.	.	.	.	100	123	93
O=c1ccn(Cc2cn(-c3c4ccccc4nc4ccccc34)nn2)c(=O)[nH]1	110	91	81	108	94	114	.	109	-57*
COc1ccc(-c2cc(O)c(C(=O)Nc3ccccc3)s2)cc1	103	101	101	96	85	108	95	93	104
Clc1ccc(C2=NN(c3ccccc3)[C@H](c3cn(-c4ccccc4)nc3-c3ccccc3)C2)cc1	113	107	104	105	.	98	106	105	92
O=C1C2(c3ccccc3)C(c3ccccc3)=C(c3ccccc3)C1(c1ccccc1)C1CC=CC12 (centres undefined)	90	96	87	90	76	98	87	69	71
CCOc1c(Cl)cc(CNCC(O)c2ccccc2)cc1OC (centres undefined)	104	106	103	88	99	101	98	92	95
CN(NS(=O)(=O)c1ccc([N+](=O)[O-])cc1)c1ccccc1	107	97	117	99	89	98	94	95	81
CC(C)N(c1cc(=O)nc2ccccn12)C(C)C	121	103	111	102	110	102	113	100	.
O=C(O)CCc1cccnc1	102	105	107	97	105	93	94	99	81

The listing continues:
SMILES	OVCAR-3	SK-OV-3	IGROV1	NCI/ADR-RES	NCI-H23	OVCAR-5	OVCAR-8	OVCAR-4	NCI-H522
O=C(CC1(O)C(=O)Nc2c(Cl)ccc(Cl)c21)c1ccc(Cl)cc1Cl (centres undefined)	106	85	98	106	101	110	107	88	76
Cc1csc(Nc2nc(-c3cccnc3)nc(C(Cl)(Cl)Cl)n2)n1	112	105	100	100	98	105	106	98	102
O=C1CCCN1c1cnc2ccccc2c1	105	128	105	103	101	105	105	100	93
Cc1ccc(CNc2ccccc2)cc1	110	95	107	111	107	101	95	103	.
COc1ccc(C2=C(Nc3ccc(C(=O)Nc4ccccc4)cc3)C(=O)NC2=O)cc1	92	88	100	92	91	96	86	98	41
O=C(O)c1cn(C2CC2)c2cc(N3CCN(Cc4cc(Cl)ccc4O)CC3)c(F)cc2c1=O	81	71	45	73	79	89	58	72	67
COc1ccc(N/C=c2\c(C)c(C#N)c3nc4ccccc4n3c2=O)cc1	108	77	103	99	93	107	104	109	86
CCOC(=O)c1nc(-c2ccccc2)oc1N1CCOCC1	97	96	88	99	101	91	102	95	84
CCCCC(CC)COC1CCC=CO1 (centres undefined)	96	104	103	103	99	102	108	104	104
Cc1ccc(C(=O)NCCNc2nccc(Nc3ccc(S(=O)(=O)Nc4ccccn4)cc3)n2)cc1	102	96	107	114	101	113	95	105	79
O=C(N=Nc1c(O)n(Cc2ccccc2)c2ccccc12)c1cc2ccccc2[nH]1	92	140	80	89	88	102	89	89	70
O=C1C=Cc2ccc(O)cc2C1=O	113	113	101	110	103	108	106	119	105
COc1ccc(Nc2nnc(-c3ccc(OC)c(OC)c3)o2)cc1	91	98	79	89	74	100	91	89	63
O=C(O)C(c1ccccc1)N1C(=O)CSC1=S (centres undefined)	106	101	107	106	106	101	101	109	88
O=c1[nH]c(Nc2ccc(F)cc2)nc2nccc(-c3ccncc3)c12	100	102	103	110	103	100	88	100	80
CCOc1ccc(-c2c(C#N)c(-c3ccc(Br)cc3)nc3n[nH]c(-c4ccc(Br)cc4)c23)cc1OC	68	61	60	71	77	82	78	54	60
C1CCc2onc(-c3noc4c3CCCCC4)c2CC1	127	106	115	115	110	103	109	109	96
O=C(COc1cc(O)c2c(=O)cc(-c3ccccc3)oc2c1)Nc1ccccn1	115	110	94	81	92	100	85	103	93
CCC(=O)c1ccc(O)c(C)c1	130	117	109	109	112	102	113	107	103
Cc1ccc2[nH]c(=O)cc(N/N=C3\SCC(=O)N3c3ccccc3)c2c1	97	105	92	94	99	87	93	84	84

Taken from the results shown for reference:
SMILES	OVCAR-3	SK-OV-3	IGROV1	NCI/ADR-RES	NCI-H23	OVCAR-5	OVCAR-8	OVCAR-4	NCI-H522
O=C(CC1(O)C(=O)Nc2c(Cl)ccc(Cl)c21)c1ccc(Cl)cc1Cl (centres undefined)	106	85	98	106	101	110	107	88	76
Cc1csc(Nc2nc(-c3cccnc3)nc(C(Cl)(Cl)Cl)n2)n1	112	105	100	100	98	105	106	98	102
O=C1CCCN1c1cnc2ccccc2c1	105	128	105	103	101	105	105	100	93
Cc1ccc(CNc2ccccc2)cc1	110	95	107	111	107	101	95	103	.
COc1ccc(C2=C(Nc3ccc(C(=O)Nc4ccccc4)cc3)C(=O)NC2=O)cc1	92	88	100	92	91	96	86	98	41
O=C(O)c1cn(C2CC2)c2cc(N3CCN(Cc4cc(Cl)ccc4O)CC3)c(F)cc2c1=O	81	71	45	73	79	89	58	72	67
COc1ccc(N/C=c2\c(C)c(C#N)c3nc4ccccc4n3c2=O)cc1	108	77	103	99	93	107	104	109	86
CCOC(=O)c1nc(-c2ccccc2)oc1N1CCOCC1	97	96	88	99	101	91	102	95	84
CCCCC(CC)COC1CCC=CO1 (centres undefined)	96	104	103	103	99	102	108	104	104
Cc1ccc(C(=O)NCCNc2nccc(Nc3ccc(S(=O)(=O)Nc4ccccn4)cc3)n2)cc1	102	96	107	114	101	113	95	105	79
O=C(N=Nc1c(O)n(Cc2ccccc2)c2ccccc12)c1cc2ccccc2[nH]1	92	140	80	89	88	102	89	89	70
O=C1C=Cc2ccc(O)cc2C1=O	113	113	101	110	103	108	106	119	105
COc1ccc(Nc2nnc(-c3ccc(OC)c(OC)c3)o2)cc1	91	98	79	89	74	100	91	89	63
O=C(O)C(c1ccccc1)N1C(=O)CSC1=S (centres undefined)	106	101	107	106	106	101	101	109	88

Remaining list, next part.
SMILES	OVCAR-3	SK-OV-3	IGROV1	NCI/ADR-RES	NCI-H23	OVCAR-5	OVCAR-8	OVCAR-4	NCI-H522
N#Cc1ccc(OC(=O)Nc2ccccc2Cl)cc1	103	103	101	109	93	96	96	88	84
COc1ccc2cc([C@H](C)C(=O)N/N=C/c3ccc(O)cc3)ccc2c1	108	95	96	87	84	87	98	79	83
COc1ccc(/C=N/N(C)C)cc1	101	110	124	106	105	98	111	103	94
CC1CN(S(=O)(=O)c2ccc(-c3cc4ccccc4c(=O)o3)cc2)CC(C)C1(F)F (centres undefined)	.	111	92	93	96	105	94	100	96
CC(=O)CC(C)(C)S(=O)(=O)O	115	99	104	108	.	97	99	102	106
CC(NC(=O)CCSCC1NC(=O)C2C(N1)SC1CCCC12)C1CNN(C)C1C (centres undefined)	106	98	90	100	94	97	97	103	89
CC(C)=NO	114	112	110	106	100	104	95	114	101
COc1ccc(/C=C2/C(=O)/C(=C/c3ccc(OC)cc3)C3CCC2N3C)cc1	87	85	88	81	64	97	70	59	46
N#Cc1c(-c2ccccc2)cc(-c2ccccc2)n(CC(=O)O)c1=O	18	100	61	26	70	94	57	93	.

Screens from PubChem.
